SKBR3 24h inh: SK-BR-3 proliferation inhibitors; SK-BR-3 viability, CellTiter-Glo ATP luminescence, 24 h; active compounds read low; viability, % at 10 µM; hit rate 0.47% among 41,000; AID 847;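 active means viability at or below the median of all test compounds minus 3 SD, in both replicates if run twice, cut at about 45% in these data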;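 further: 100% = median untreated cell wells and 0% = median positive control drug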
Numbers without * were called inactive.

compound	SKBR3 24h inh
CCOC(=O)C1Cn2c(nc3c(c2=O)C2(CCCC2)Cc2ccccc2-3)S1 (configuration not stated)	93
COC(=O)C1=C(N)Oc2cc(C)n(Cc3cccnc3)c(=O)c2C1c1cccc(OC)c1OC (configuration not stated)	109
CC1(C)Cc2c(sc3nc(SCC(=O)NCc4ccco4)n(-c4ccccc4)c(=O)c23)CS1	89
CC(C(=O)NC1=NCCS1)(C(F)(F)F)C(F)(F)F	88
CC(=O)c1cccc(NC(=O)N2CCC(c3nnc(SCC(N)=O)n3C)CC2)c1	106
N#Cc1nc(-c2ccccc2)oc1N1CCCCC1	84
Cc1c(C(=O)Nc2ccccn2)oc2ccccc12	83
COc1ccccc1CNS(=O)(=O)c1cc(C)ccc1OC	98
COc1ccccc1C(=O)Nc1ccccc1N1CCN(S(C)(=O)=O)CC1	85
C=C(C)COc1ccc(-c2nc(N)ncc2-c2ccc(OC)cc2)c(O)c1	107
N#C/C(C(=O)c1ccccc1)=C1/SC=C(N)N1c1ccccc1	107
CCc1cc2c(N3CCN(c4nnc(CC)s4)CC3)ncnc2s1	96
CC1(C)CC(=O)C(C=N)=C(O)C1	90
CCCCn1c2nc3ccccc3nc2c2c(=O)n(CCC(C)C)cnc21	87
CCOc1ccc(-n2cc(C(=O)N3CCC(C)CC3)c3cc(OC)c(OC)cc3c2=O)cc1	69
Nc1nnc(CC2=CCCCC2)s1	103
Cc1ccc(Nc2nc(N)nc(CN3CCCCCC3)n2)c(C)c1	78
CCCC1=C(C(=O)OCC)C(c2cc(Cl)cc(OC)c2OCC(=O)OCC)NC(=O)N1 (configuration not stated)	95
Cc1cc(C)n(-c2nc3c(c(=O)[nH]c(=O)n3C)n2CC(C)C)n1	105
CC1(C)CC(=O)c2cc(OCC(=O)NCCCN3CCN(c4ccc(F)cc4)CC3)ccc2O1	77
C=CCNc1sc(C(=O)C2CC2)c(N)c1C#N	94
CCOC(=O)c1cnc2c(C(=O)OC)cccc2c1NCc1ccco1	87
Cc1csc(NC(=O)CSc2nnc(-c3ccncc3)o2)n1	89
O=C1CCCc2nc(N3CCN(Cc4ccccc4)CC3)ncc21	121
c1ccc(N2CCN(c3nnnn3-c3ccccc3)CC2)cc1	98
Cc1csc(SCC(=O)Nc2ccccn2)n1	75
O=C1c2ccccc2C(=O)N1c1n[nH]c(CCc2ccccc2)n1	86
Cn1c(SCc2ccc3c(c2)OCO3)nnc1-c1ccccc1	91
COC(=O)c1c(NC(=O)c2cccs2)sc2c1CCCC2	78
O=C(C1=C(O)C(=O)N(CCN2CCOCC2)C1c1ccccn1)c1cccs1 (configuration not stated)	90
O=C(Nc1nncs1)c1c(F)c(F)c(F)c(F)c1F	87
COc1ccc(C(=O)N2CCCC(c3nc(-c4cccs4)no3)C2)cc1 (configuration not stated)	69
COc1ccccc1NC=C1C(=O)OC(C)(C)OC1=O	46
Cc1ccc(-c2nn(C)c(=O)c3ccccc23)cc1CNS(C)(=O)=O	84
CC(C)Oc1ccc(C(=O)CCN2CCCCC2)cc1	84
CC(C)c1cc(NC(=O)CSc2nnc(-c3ccccc3F)n2C)on1	112
CCOC(=O)c1sc(N2C(=O)C(O)=C(C(=O)c3ccco3)C2c2ccccc2)nc1C (configuration not stated)	84
FC(F)(F)c1cc(-c2ccccc2)nc(N2CCCCCC2)n1	86
CC1CCc2c(sc3ncnc(N4CCOCC4)c23)C1 (configuration not stated)	95
CCCNC(=O)CN(C1CCCCC1)S(C)(=O)=O	94
CCN(CC)C(=O)c1cc2sc3ccccc3c2s1	105
COc1ccc(O)c(C2NC(CC(C)C)(C(=O)O)C3C(=O)N(Cc4ccccc4)C(=O)C23)c1 (configuration not stated)	78
O=C(CCc1ccccc1)Nc1cccc(-c2nnc(-c3ccco3)o2)c1	89
CC1(CCc2ccc3c(c2)OCO3)NC(=O)c2ccccc2N1 (configuration not stated)	92
COc1ccccc1NC(=O)CSc1nnc(C2CCCCC2)o1	96
Cc1cc2nc(NC3=NCN(Cc4ccc5c(c4)OCO5)CN3)nc(C)c2cc1C	70
C=CCc1cccc2cc(C(=O)N3CCN(C(=O)OCC)CC3)c(=O)oc12	75
CCCCC(CC)C(=O)Nc1ccccc1C(=O)NC(C)C (configuration not stated)	89
Cc1c(NS(=O)(=O)c2cccc3nsnc23)c(=O)n(-c2ccccc2)n1C	76
CCOC(=O)Nc1ccc(S(=O)(=O)NCc2ccccc2)cc1	108
O=C1c2ccccc2CN1CCNS(=O)(=O)c1ccc(Cl)cc1	110
O=C(Nc1ccc(Cl)cc1)Nc1ccc2c(c1)N1CCN=C1S2	89
CCc1ccc2nc(SCC(=O)N(CC)CC)c(C#N)cc2c1	89
CCC(C)NC(=O)Cn1cnc2sc(C)cc2c1=O (configuration not stated)	102
CNC(=O)Nc1cc(C(C)(C)C)no1	90
CSc1nc(-c2ccco2)nn1S(=O)(=O)c1ccccc1	109

Shown with each value named: part of the list above.
Molecule: CCc1ccc2nc(SCC(=O)N(CC)CC)c(C#N)cc2c1
  SKBR3 24h inh = 89
Molecule: CCC(C)NC(=O)Cn1cnc2sc(C)cc2c1=O (configuration not stated)
  SKBR3 24h inh = 102
Molecule: CNC(=O)Nc1cc(C(C)(C)C)no1
  SKBR3 24h inh = 90

Next compounds follow:
compound	SKBR3 24h inh
Cc1nn(Cc2ccc(Cl)c(Cl)c2)c(C)c1NC(=O)c1cc(-c2ccco2)on1	70
CC(C)(C)OC(=O)NC(CCNC=C1C(=O)OC(C)(C)OC1=O)C(=O)O (configuration not stated)	73
COC(=O)c1ccc(C(=O)OC)c(NC(=O)c2cc3ccccc3o2)c1	133
Cc1nn(CC(O)COc2ccc3c(c2)CCC3)c(C)c1C (configuration not stated)	80
CC(=O)c1cccc(NC(=O)N2CCCC2C(=O)NCc2ccccc2)c1 (configuration not stated)	102
COC(=O)C1=C(N)Oc2cc(C)n(Cc3cccnc3)c(=O)c2C1c1ccc(OC)c(OC)c1OC (configuration not stated)	100
CCCC(=O)Nc1c(O)c2ccccc2[nH]c1=O	101
CCC(C)(C)n1nnnc1C(c1cc2cc(OC)c(OC)cc2[nH]c1=O)N1CCc2ccccc21 (configuration not stated)	99
O=C1c2ccccc2C(O)(Cc2ccccc2)N1CCCN1CCOCC1 (configuration not stated)	105
CCCSc1nnc(NC(=O)Nc2ccccc2)s1	95
NC(=O)C1CCCN(S(=O)(=O)c2ccccc2)C1 (configuration not stated)	106
COc1ccc(NC(=O)c2ccco2)cc1NC(=O)c1ccc(Br)o1	85
Oc1c(I)cc(I)c2cccnc12	120
O=C(CN1C2=NCCN2c2ccccc21)N1CCOCC1	89
CN(C1CCS(=O)(=O)C1)S(=O)(=O)c1ccc(N2CCCC2=O)cc1 (configuration not stated)	101
CN(C)c1cc(O)c(C(=S)Nc2ccccc2)c(N(C)C)c1	72

Rewritten as labelled records: part of the list above.
O=C(Nc1nncs1)c1c(F)c(F)c(F)c(F)c1F
  SKBR3 24h inh: 87
COc1ccc(C(=O)N2CCCC(c3nc(-c4cccs4)no3)C2)cc1 (configuration not stated)
  SKBR3 24h inh: 69
COc1ccccc1NC=C1C(=O)OC(C)(C)OC1=O
  SKBR3 24h inh: 46
Cc1ccc(-c2nn(C)c(=O)c3ccccc23)cc1CNS(C)(=O)=O
  SKBR3 24h inh: 84

Next section.
compound	SKBR3 24h inh
O=C(Nc1nc(-c2ccncc2)cs1)c1ccc(S(=O)(=O)N2CCOCC2)cc1	82
CCOC(=O)c1cc2cc(C)ccc2[nH]1	86
CCc1nnc(NC(=O)c2ccncc2)s1	75
Cc1cc(C)c(S(=O)(=O)O)c(C)n1	103
Cc1occc1-c1nnc(SCC(=O)Nc2nccs2)n1CCc1ccccc1	104
CON(C)c1nc(Oc2ccc(=O)[nH]n2)nc(N(C)C)n1	96
CCNC(=O)CN(c1ccc(OC)c(OC)c1)S(=O)(=O)c1ccccc1	88
CCOC(=O)COc1ccc(Oc2nc(C)cc(OC)n2)nn1	97
CC(=O)C1C(c2ccncc2)NC(=O)NC1(O)C(F)(F)F (configuration not stated)	113
COC(=O)c1[nH]c2ccc(C)cc2c1NC(=O)CN1CCCCC1C (configuration not stated)	98
Cc1ccc(N)cc1-n1c(C)ccc1C	127
Cc1ccc(S(=O)(=O)c2cc3c(=O)n4ccccc4nc3n(CC3CCCO3)c2=N)cc1C (configuration not stated)	70
CCC(CC)C(=O)Nc1cccc(C(=O)N2CCCCCC2)c1	121
COC(=O)c1ccccc1OCC(=O)NC1CCCCC1	75
O=C(NC1CCCCC1)C(c1ccc(F)cc1)N(Cc1ccco1)C(=O)Cn1nnc2ccccc21 (configuration not stated)	96
COc1cccc(Oc2cncnc2-c2ccc(OC)cc2O)c1	67
Cc1ccccc1-n1c(SCc2ccccn2)nc2n[nH]c(C)c2c1=N	87
OC(CN1CCCCC1)CN(c1ccccc1)c1ccccc1 (configuration not stated)	77
COc1ccc(CCNC(=O)CCNS(=O)(=O)c2cccc3nsnc23)cc1OC	89
Cc1c(NC(=O)CSc2nncc3ccccc23)c(=O)n(-c2ccccc2)n1C	94
CCOc1ccc(CNC23CN4CN(CN(C4)C2)C3)cc1	95
Cc1c(Br)cc(C(=O)NCCCN2CCOCC2)c(C)c1C	76
O=C(NCCc1c[nH]c2ccccc12)C1CCN(c2nnc(N3CCCC3=O)s2)CC1	89
O=C(Sc1nnc(-c2ccccc2)o1)N1c2ccccc2Sc2ccccc21	82
CN(C(=O)c1ccc(NC(=O)C2CC=CCC2C(=O)O)cc1)c1ccccc1 (configuration not stated)	82
O=C(CC1(O)C(=O)Nc2cc(Cl)cc(Cl)c21)c1ccccc1O (configuration not stated)	103
CCOCCn1c(N2CCN(c3ccc(OC)cc3)CC2)nc2c1c(=O)n(C)c(=O)n2C	81
Cc1ccc2c(c1)C(O)(CC(=O)c1cccnc1)C(=O)N2 (configuration not stated)	101
COC(=O)c1ccc(-c2ccc(CNCC(O)c3ccccc3)o2)cc1 (configuration not stated)	84
Cc1ccc(C(O)CN2C3=NCCN3c3ccccc32)cc1 (configuration not stated)	71
CC(=O)N(c1ccccc1)C1SC(=O)N(c2ccccc2)C1=O (configuration not stated)	102
FC(F)(F)c1nc2ncc(Cl)cc2[nH]1	81
Cn1c(C(=O)OC(C(=O)NC2CCCCC2)c2ccncc2)cc2sccc21 (configuration not stated)	67
Cn1c(NCc2ccccc2)nc2c1c(=O)n(Cc1ccc(Br)cc1)c(=O)n2C	65
Cc1ccc(-n2c(SCC(=O)OC(C)C)nnc2-c2cnccn2)cc1	101
CN1C(=O)NC(c2cccc(O)c2)C(C(=O)c2cccs2)C1(O)C(F)(F)F (configuration not stated)	99
CCC(=O)Nc1ccc(S(=O)(=O)c2ccc(NC(=O)CC)cc2)cc1	99
c1ccc(CSc2nnc(Cc3ccccn3)o2)cc1	93
CS(=O)(=O)N(CC(=O)Nc1cccnc1)c1ccc2c(c1)OCCO2	101
COc1cccc(/C(O)=C2\C(=O)C(=O)N(c3ccccn3)C2c2ccccc2OC)c1 (configuration not stated)	103
CCC(=O)N1CCN(c2ccc(Cl)cc2NC(=O)Cc2ccccc2)CC1	99
O=S(=O)(c1cc(Cl)ccc1Br)N1CCCCC1	120
CCOC1(OCC)N=C(N)C2(C#N)C(c3cccc(OC)c3OC)C12C#N (configuration not stated)	98
CCOc1ccc(NC(=O)CCNc2c(N3CCCC3)c(=O)c2=O)cc1	110
COc1ccccc1NC(=O)C1=C(C)Nc2ncnn2C1c1ccc(C)o1 (configuration not stated)	85
CCOc1ccc2[nH]c(=O)c(CN(Cc3ccccc3)C(=O)N3CCCC3)cc2c1	59
C=CCC1(O)C(=O)N2C(=C1C(=O)N1CCOCC1)c1ccccc1CC2(C)C (configuration not stated)	92
O=C(CCC1CCCC1)N1CCN(C(=O)c2ccco2)CC1	81
O=C(O)c1ccc2c(c1)nnn2C1CCCCC1	136
O=C(NCCOc1ccccc1)c1ccc2c(c1)OCO2	98
Cc1c(C)n(C(=O)CSc2nncn2C)c2ccccc12	98
CC(=O)N=c1sc2c3ccccc3ccc2n1C	89
COc1ccc(-c2nnco2)cc1OC	113
O=C(O)c1ccc2oc(SCC(=O)N3CCCCC3)nc2c1	98
CCOc1ccccc1NC(=O)C1CCN(c2ccc(S(=O)(=O)N3CCCC3)cc2)CC1	72
O=C(OCCN1CCOCC1)c1cccnc1	72

Next results
compound	SKBR3 24h inh
O=C(O)C1CC(=O)N(Cc2ccccc2)C1 (configuration not stated)	99
O=C(Nc1nncs1)C1COc2ccccc2O1 (configuration not stated)	94
Nc1nnc(CC(=O)NCc2ccccc2)s1	100
O=C1c2oc3ccccc3c(=O)c2C(c2cccc(Br)c2)N1Cc1ccco1 (configuration not stated)	85
COCCn1c(SCC(=O)NCCc2ccccc2)nnc1-c1ccco1	88
O=C(CN1CCOCC1)NC1C2CC3CC(C2)CC1C3 (configuration not stated)	98
COc1ccc(N2CCN(CCNC(=O)C3CCN(S(=O)(=O)c4cccs4)CC3)CC2)cc1	79
CCOC(=O)c1cc2cc(-c3c(C(=O)OCC)oc4cc(O)cc(O)c4c3=O)ccc2o1	180
O=C(CNC(=O)c1ccco1)OCc1c(F)cccc1Cl	105

Some of the compounds tested; count on the stated rates, not on these rows.
